# Compound activity as filed in PubChem BioAssay.
# FBW7 activator: activators of human E3 ligase FBW7. 0.13% of 650,000 active. AlphaScreen FBW7–phospho-cyclin E peptide binding, activator screen. normalized activity (activation), % at 26.1 µM. Q969H0; in the data active means normalized activity above about 1.9%;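 further: purified mutant Fbw7 with reduced substrate affinity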
# TEAD-YAP block: TEAD-YAP interaction inhibition; AID 1259422; HEK-TIYL cells, TEAD-Gal4/YAP UAS-luciferase luminescence; inhibition, % at 9.12 µM; 1.4% of 640,000 active; in the data active means inhibition above about 32%;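 further: 0% = median of test compound wells and 100% = reference inhibitor wells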
# MITF inh: human MITF inhibition, primary screen; O75030; AlphaScreen MITF homodimerization, bead proximity signal; inhibition, % at 2.6 µM; 0.91% of 650,000 active; AID 1259374; in the data active means inhibition above about 50%;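 further: 0% = vehicle wells with protein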
# Target sequence (O75030 whole entry, looked up): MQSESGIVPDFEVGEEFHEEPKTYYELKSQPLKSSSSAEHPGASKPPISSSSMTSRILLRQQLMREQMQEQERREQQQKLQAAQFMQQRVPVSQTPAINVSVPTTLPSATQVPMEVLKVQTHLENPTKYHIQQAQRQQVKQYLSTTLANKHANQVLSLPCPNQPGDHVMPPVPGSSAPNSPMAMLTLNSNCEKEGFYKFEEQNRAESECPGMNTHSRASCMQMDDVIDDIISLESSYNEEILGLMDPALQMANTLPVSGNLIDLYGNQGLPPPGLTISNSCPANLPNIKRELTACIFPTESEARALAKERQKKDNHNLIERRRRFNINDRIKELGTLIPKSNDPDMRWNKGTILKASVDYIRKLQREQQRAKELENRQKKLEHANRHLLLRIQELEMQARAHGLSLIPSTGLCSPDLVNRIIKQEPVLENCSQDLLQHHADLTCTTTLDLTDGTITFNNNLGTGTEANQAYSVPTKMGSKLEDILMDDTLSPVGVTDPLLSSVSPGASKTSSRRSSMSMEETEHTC
# GPR151 activ: human GPR151 activation | Q8TDV0 | PathHunter beta-arrestin GPR151 cells, luminescence | activation, % at 11.2 µM | 1% of 650,000 active | AID 1508602; in the data active means activation above about 4.9%;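 further: 0% = median of compound wells and 100% = cells with positive control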
# Target sequence (Q8TDV0 whole entry, looked up): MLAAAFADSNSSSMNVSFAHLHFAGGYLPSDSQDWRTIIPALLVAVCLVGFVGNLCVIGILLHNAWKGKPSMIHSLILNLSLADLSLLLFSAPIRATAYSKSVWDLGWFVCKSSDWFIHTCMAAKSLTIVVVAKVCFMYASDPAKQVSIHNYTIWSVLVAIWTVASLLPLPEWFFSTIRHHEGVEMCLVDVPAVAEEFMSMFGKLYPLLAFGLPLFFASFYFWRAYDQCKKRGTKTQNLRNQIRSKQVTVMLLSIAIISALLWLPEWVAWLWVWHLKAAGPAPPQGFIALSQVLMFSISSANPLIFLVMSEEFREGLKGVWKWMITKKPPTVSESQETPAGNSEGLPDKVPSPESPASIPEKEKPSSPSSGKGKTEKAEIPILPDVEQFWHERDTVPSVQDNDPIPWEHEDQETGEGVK
# * hit, by the source's call; / = not tested or not shown; & = joins results of further samples.
Structure	FBW7 activator	TEAD-YAP block	MITF inh	GPR151 activ
CCOc1c(OC)cc(C2C(C#N)=C(N)Oc3n[nH]c(-c4ccncc4)c32)cc1OC (stereo not drawn)	0.5	-7	5	0.7
Fc1ccc(Cc2cnc(Nc3ccc(Br)cc3)s2)cc1	-0.2	-14	-12	1.4
CC(C)CCSc1nc2sc3c(c2c(=O)n1Cc1ccccc1)CCC3	-0.1	0	-1	-0.3
Cc1cc(C)nc(N/N=C/c2ccc(OC(=O)c3ccco3)cc2)n1	0.0	-2	-2	-2.0
Cc1ccc(S(=O)(=O)NC(C)C(=O)Nc2cccc(C(F)(F)F)c2)cc1 (stereo not drawn)	0.0	14	7	6.0*
COC(=O)C(C)N1CCOc2ccc(CN3CCN(Cc4ccccn4)CC3)cc2C1 (stereo not drawn)	0.3	10	18	-1.7
COc1ccc(/C=N/NC(=O)c2n[nH]c3c2CCCC3)cc1OC	0.1	26	-3	1.6
FC(F)(F)c1cnc(Oc2ccc(N3CCNCC3)cc2)cc1Nc1ccccc1-c1ncn[nH]1	0.2	-2	21	-0.6
CN(C)c1ccc(NC(=O)Cc2ccccc2[N+](=O)[O-])cc1	-0.1	-42	6	1.2
COc1ccc(OCCCN2CCNCC2)cc1	-0.1	2	24	-0.1
COc1ccc(C(=O)/C=C/Nc2ccc(OC)cc2OC)cc1	0.0	26	-2	-0.7
CC(=O)Nc1ccc(S(=O)(=O)N2CCN(Cc3ccccc3C(F)(F)F)CC2)cc1	-0.1	1	70*	0.7
NC(=O)c1c(NC(=O)NC(Oc2ccccc2)(C(F)(F)F)C(F)(F)F)sc2c1CCCC2	0.2	15	16	0.5
CCCCNS(=O)(=O)c1ccc2nc(SCC(C)=O)[nH]c2c1	-0.1	34*	-12	4.6
CSCCC(NC(=O)Nc1cccc(Cl)c1)c1nc2ccccc2[nH]1 (stereo not drawn)	-0.2	6	-2	-0.8
Cc1cc(=O)[nH]c2nnc(SCC(=O)NC3CCCCC3)n12	0.0	-2	-2	-0.8

# Three structures already listed, arranged by length of the SMILES, rising.
Structure	FBW7 activator	TEAD-YAP block	MITF inh	GPR151 activ
COc1ccc(OCCCN2CCNCC2)cc1	-0.1	2	24	-0.1
CC(=O)Nc1ccc(S(=O)(=O)N2CCN(Cc3ccccc3C(F)(F)F)CC2)cc1	-0.1	1	70*	0.7
NC(=O)c1c(NC(=O)NC(Oc2ccccc2)(C(F)(F)F)C(F)(F)F)sc2c1CCCC2	0.2	15	16	0.5

# (cont.)
Structure	FBW7 activator	TEAD-YAP block	MITF inh	GPR151 activ
COc1cccc(NS(=O)(=O)c2cc(C(=O)N3CCN(Cc4ccccc4)CC3)ccc2NCc2ccc(F)cc2)c1	-0.1	-5	0	0.4
CC1=NN(C(N)=S)C(=O)C1N=Nc1ccc(C)c([N+](=O)[O-])c1 (stereo not drawn)	-0.1	-2	2	-1.1
Cc1c(C(=O)N2CCCCC2)sc(NC(=O)C(C)C)c1C#N	-0.2	-5	2	1.2
COc1ccc(CNC(=O)c2cn3cc(C)sc3n2)cc1	1.8	-13	28	2.0
CC(=O)NCCNCc1c(C(=O)N2CCc3ccccc3C2)nc2ccc(Cl)cn12	-0.2	-5	-4	0.9
CCS(=O)(=O)Nc1cccc(N2CCC(NC(C)Cn3ccc4ccccc43)CC2)c1 (stereo not drawn)	-0.3	-1	-10	-0.3
CCCCNC(=O)c1sc(=S)n(-c2ccc(C(=O)OCC)cc2)c1N	-0.2	-29	9	2.1
COc1ccc(C2NC(=O)NC(C)=C2C(=O)Nc2ccccc2OC)c(OC)c1 (stereo not drawn)	0.7	0	9	-0.9
Cc1ccc(C(=O)CSc2nnc(C)s2)cc1	-0.2	-64	-2	-1.6
CCc1c(C)nc2ncnn2c1N1CCC(C(=O)NCc2cccs2)CC1	0.1	7	-4	0.1
COc1c(O)cccc1O	0.4	17	6	-0.8
COc1ccc(/C=c2\sc3nnc(-c4cc(OC)c(OC)c(OC)c4)n3c2=O)cc1	-0.2	-3	2	1.2
CC(C)NC(=O)NC(=O)COC(=O)C1(C)CC1(Cl)Cl (stereo not drawn)	-0.1	1	5	0.3
CCOc1ccc(NC(=O)c2sc3nc4c(cc3c2N)C(=O)CC(C)(C)C4)cc1	0.0	11	1	0.2
C=CCNCCCOc1cccc2ccccc12	-0.3	6	5	0.0
COc1ccc(CNC(=O)c2c(O)c3ccccc3n(-c3ccccc3)c2=O)cc1	-0.3	1	-14	0.9
CCOc1ccc(NC(=O)c2sc3ncnc(N4CCCCC4C)c3c2C)cc1 (stereo not drawn)	0.2	-2	10	2.5
CN(C)CCN(C(=O)c1ccnn1C)c1nc2ccccc2s1	0.1	-17	-1	-0.3
O=C1N/C(=C/c2ccc(-c3cccc(F)c3)o2)C(=O)N1c1ccccc1	0.7	-16	1	2.4
CCC(C)C(=O)C(=O)NCC1Cc2cc(Cl)cc(-c3ccncc3)c2O1 (stereo not drawn)	-0.1	-8	3	-1.8
CC(C)c1c(C#N)c(N)nc(SCC(=O)c2ccc(Cl)c(Cl)c2)c1C#N	0.0	-2	1	1.1
CC(=O)NCCSCc1ccc(Cl)cc1Cl	0.2	-12	9	0.4
O=C(Nc1cccc(F)c1)c1cc(S(=O)(=O)NCc2ccc(F)cc2)ccc1F	0.1	2	-19	1.5
O=C(O)c1ccc(F)c(S(=O)(=O)Nc2ccccc2)c1	-0.2	0	-10	0.8
CCCCC(=O)c1ccc(-c2ccccc2)cc1	-0.1	1	-9	-0.1
CC1(C)CC(=O)C/C(=N\NC(=O)c2cccc(Br)c2)C1	-0.5	-14	-5	0.5
O=C(O)c1ccc(OC(=O)c2ccccc2)cc1	-0.1	6	-4	-1.7
O=C(CSc1nnnn1-c1ccccc1)Nc1ccc([N+](=O)[O-])cc1O	0.1	-9	2	-0.9
O=C(O)c1ccc(-n2cnnc2)cc1Cl	0.0	-1	-2	1.5
CCNC(=S)N1CCC(C(=O)c2ccc3c(c2)OCCO3)CC1	0.4	-13	-1	0.7
Cc1cc(C)c(S(=O)(=O)N2CCC(C(=O)NCc3ccco3)CC2)c(C)c1	0.1	-7	14	3.9
O=c1c2ccccc2nc(/C=C/c2ccc(OCc3ccc(Cl)c(Cl)c3)cc2)n1-c1cccc([N+](=O)[O-])c1	-0.1	9	14	0.6
CCn1c2ccccc2n2c(=O)n(CC(=O)Nc3ccccc3-c3ccc(C)o3)nc12	-0.1	-3	-8	0.2
Cc1cc(OC(=O)c2cccc(Cl)c2)c([N+](=O)[O-])c(=O)[nH]1	1.7	4	15	0.4
CN(C)S(=O)(=O)c1ccc(C(=O)O)o1	0.7	3	4	-0.9
COc1ccc(NC(=O)COc2ccc(Br)cc2C)cc1	0.0	1	12	1.7
O=C(NCc1cccc(Cl)c1)c1cnn2c(C(F)(F)F)cc(-c3ccco3)nc12	0.0	6	-8	-0.7
COc1ccc(/C=C(/NC(=O)c2ccccc2)C(=O)N2CCCCCC2)cc1	1.4	1	29	-1.3
CCCOC(=O)C1=C(C)NC2=C(C(=O)CC(C)(C)C2)C1c1ccc(Cl)cc1 (stereo not drawn)	0.1	13	2	-0.3
COc1ccc(NC2CCS(=O)(=O)C2)cc1 (stereo not drawn)	-0.2	-1	-5	-0.4
CCSc1nc(-c2ccccc2)c(NC(C)=O)s1	-0.2	5	9	-0.7
Cn1c(O)c(/C=N/c2ncc(C(F)(F)F)cc2Cl)n(C)c1=S	0.1	-3	-4	-1.4
O=c1cnnc(N/N=C/c2cccc([N+](=O)[O-])c2)[nH]1	0.0	7	-5	0.2
COCCCN1C(=O)C(=O)/C(=C(\O)c2ccc(C)cc2)C1c1ccc(F)cc1 (stereo not drawn)	0.5	2	12	7.6*
CCOc1ccc(NC(=O)Nc2ccc(OC)cc2)cc1	-0.1	-22	2	-1.7
O=C1NC(=O)N(c2ccc(Cl)cc2)C(=O)/C1=C\c1ccoc1	0.0	10	-2	1.2
COC(=O)c1sccc1S(=O)(=O)Nc1ccc(OC)cc1OC	1.0	0	18	-0.7
Cc1ccccc1CN(c1ccc(C(=O)O)cc1)S(C)(=O)=O	0.2	4	13	-0.1
Cc1cccc(CN2CCN(CC(=O)N3CCc4ccccc4C3)C2=O)c1	0.1	6	-6	-0.5
CC(=O)N1c2ccc(S(=O)(=O)CCC(=O)O)cc2CC1C (stereo not drawn)	-0.1	4	-13	-0.3
CCN(CC)S(=O)(=O)c1ccc(C(=O)Nc2nc(C34CC5CC(CC(c6ccc(C)cc6)(C5)C3)C4)cs2)cc1	-0.1	-1	-8	0.2
COc1ccc(S(=O)(=O)N(C)c2ccc(C(=O)Nc3cccnc3)cc2)cc1OC	0.0	-15	6	0.0
COC(=O)C1=C(C(=O)OC)[C@@H]2Nc3ccccc3[C@@]23C[C@@H](C(=O)OC)N(C(=O)c2ccc(Br)cc2)C3=N1	-0.1&0.1	/	6&-10	-1.1&2.4
COc1ccc(C2C(C#N)=C(N)N(c3ccc(F)cc3)C3=C2C(=O)CCC3)cc1OC (stereo not drawn)	0.1	14	6	-2.2
CC1(C)CC(=O)c2c(nn(-c3ccccc3)c2-c2ccc(Br)cc2)C1	-0.2	-4	-10	4.0
CC1=C(C(=O)OC(C)(C)C)C(c2ccc(F)cc2)C(C#N)=C(N)O1 (stereo not drawn)	0.0	3	0	-1.0

# Complete entries from above.
# `CCCOC(=O)C1=C(C)NC2=C(C(=O)CC(C)(C)C2)C1c1ccc(Cl)cc1` (stereo not drawn) across the screens: FBW7 activator = 0.1; TEAD-YAP block = 13; MITF inh = 2; GPR151 activ = -0.3
# `CC(C)NC(=O)NC(=O)COC(=O)C1(C)CC1(Cl)Cl` (stereo not drawn) across the screens: FBW7 activator = -0.1; TEAD-YAP block = 1; MITF inh = 5; GPR151 activ = 0.3

# Further records follow.
Structure	FBW7 activator	TEAD-YAP block	MITF inh	GPR151 activ
Cc1ccc(-n2cnnn2)nc1	-0.2	-3	4	-1.1
COc1ccc(-c2noc(CN(C(=O)CC(C)(C)C)C(C)C)n2)cc1	0.3	-1	4	0.3
Cc1cc(/C=C2\C(=O)NC(=O)N(c3ccccc3F)C2=O)c(C)n1C	0.4	-1	4	3.5
CC(C)Cn1c(=O)c2sccc2n2c(CCCC(=O)Nc3ccccc3)nnc12	0.0	15	-4	1.4
O=C(CCSc1ccccc1)Nc1ccc(S(=O)(=O)NCC2CCCO2)cc1 (stereo not drawn)	0.7	8	18	1.4
O=C(NNC(=S)Nc1ccccc1Cl)C1CC1	0.1	6	5	6.0*
CSc1nc2ccc(NC(=O)COc3cccc(F)c3)cc2s1	0.1	6	11	-0.1
COc1cc(C(=O)Nc2nc3cc(C)c(C)cc3s2)cc(OC)c1OC	0.0	2	7	-0.4
O=S(=O)(c1cccc(C(F)(F)F)c1)n1nc(C(F)(F)F)c2cnccc21	0.0	8	9	1.1
O=C(NNC(=S)NC1CCCC1)c1ccc(-n2cccc2)cc1	0.2	0	-12	-0.3
COc1ccc(C)cc1S(=O)(=O)NCc1nc(N2CCCC2)c2cc(Cl)ccc2n1	-0.4	4	11	0.6
CCOc1cc(/C=C2/C(=N)N3OC(C)=CC3=NC2=O)ccc1OCc1ccc(F)cc1	0.1	-2	-11	0.5
Cn1c(CNc2ccccc2O)c(C#N)c2ccccc21	-0.1	8	10	-0.5
Nc1nc(SCC(=O)Nc2ccc(Cl)cc2[N+](=O)[O-])n[nH]1	-0.2	-1	-7	1.6
COc1ccc(NC(=O)c2sc3nc(C)n(C)c(=O)c3c2C)cc1OC	-0.1	-29	-3	-2.9
COc1ccc(CCNc2nc(-c3cccc(C(C)=O)c3)ncc2C)cc1	-0.1	-4	13	2.4
COc1cc(OC)c(-c2nc(-c3cccc(Cl)c3)c(-c3ccccc3)[nH]2)cc1OC	0.2	-5	0	-0.4
c1ccc(C2=Nn3c(nnc3-c3ccccc3)SC2)cc1	0.3	-6	20	1.2
CCOC(=O)c1nnn(CC(=O)Nc2ccc3c(c2)OCCO3)c1C(=O)OCC	-0.1	15	-10	0.2
O=C(c1ccc(Cl)cc1)N1CCN(c2ccc(C(F)(F)F)cc2[N+](=O)[O-])CC1	-0.2	0	-5	0.4
Fc1ccc(-c2cc(N3CCC4(CC3)OCCO4)nc(-c3ccccn3)n2)cc1	-0.1	15	9	-0.6
COc1ccccc1C1CN(CC(=O)NCCCn2ccnc2)Cc2ccccc2O1 (stereo not drawn)	0.6	-5	4	-1.2
O=C(Cn1c(=O)oc2ccccc21)Nc1ccccc1C(F)(F)F	-0.1	1	-4	0.0
CC(=O)N1CCc2c(sc(NC(=O)c3ccc(F)cc3)c2-c2nc3ccccc3s2)C1	0.2	4	-9	0.9
Cc1cc2nc3s/c(=C\c4ccco4)c(=O)n3c2cc1C	0.8	-49	17	-0.3
COc1ccccc1NC(=O)CN(C)S(=O)(=O)c1ccc2c(c1)CCC(=O)N2	-0.1	10	6	1.1
CCOC(=O)c1c(NC(=O)COc2ccc(Br)cc2Br)sc2c1CCC2	-0.2	7	-2	1.4
COc1ccc(S(=O)(=O)N(CCc2ccccc2)CC(=O)NCc2ccccc2)cc1	0.0	10	5	0.5
CN(CC1COc2ccccc2O1)c1ccc(S(=O)(=O)N2CCCCC2)cn1 (stereo not drawn)	-0.1	6	0	-1.5
